MBNL1-CUG inh: qHTS Assay for Inhibitors of MBNL1-poly(CUG) RNA binding | Muscleblind-like protein 1 (Homo sapiens), Q9NR56 | TR-FRET MBNL1-His/biotin-(CUG)12 binding, 665/545 ratio | Potency, µM (series often up to 57.5 µM), for inactives: at the highest dose activity change, negative = inhibition, usual class: inhibitors | 280,000 tested, 0.036% active; active means well fitted inhibition curve with a large enough effect in the signal ratio, with a control signal flat, not every such curve was filed as active; inconclusive means small, poorly fitted or top-dose-only effect, or effect the other way, or a change in a side signal; inactive means no such curve, though single readings can be large or run the other way; the % refers to the signal ratio; further: potency means the concentration at half of the fitted maximal effect; on the % scale 0 is the no-effect control and ±100 the full control effect
Target sequence (Q9NR56 whole entry, looked up): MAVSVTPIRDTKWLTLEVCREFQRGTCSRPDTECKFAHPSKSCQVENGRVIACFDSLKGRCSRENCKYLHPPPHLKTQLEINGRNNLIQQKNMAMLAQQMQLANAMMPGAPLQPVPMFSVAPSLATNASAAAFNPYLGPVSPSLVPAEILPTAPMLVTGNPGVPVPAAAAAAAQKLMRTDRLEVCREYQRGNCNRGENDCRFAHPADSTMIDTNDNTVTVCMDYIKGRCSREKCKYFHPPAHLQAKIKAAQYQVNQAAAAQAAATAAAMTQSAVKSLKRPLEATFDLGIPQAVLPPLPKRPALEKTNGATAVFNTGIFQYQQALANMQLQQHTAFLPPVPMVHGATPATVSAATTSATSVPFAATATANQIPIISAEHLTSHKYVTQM
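TR-FRET readout: Ex 340 nm, 665/545 nm emission ratio, normalized to buffer-only (basal) and MBNL1-(CUG)12 controls. Complex of MBNL1-His with Biotin-(CUG)12, compounds 92 nM–58 uM, incubated 60 min at room temperature.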
Menin-MLL TR inh: qHTS Assay for Inhibitors Targeting the Menin-MLL Interaction in MLL Related Leukemias: Competition With Texas Red Labeled MLL-derived Mutant Peptide; AID 1768, 2009; 270,000 tested, 0.23% active; Potency, µM (doses to about 61.6 µM), for the others: at the highest dose FP activity change, negative = inhibition, usual class: inhibitors; Menin + Texas Red MLL mutant peptide, fluorescence polarization; active means well fitted inhibition curve with a large enough effect in the polarisation, with a control signal flat, not every such curve was filed as active; inconclusive means small, poorly fitted or top-dose-only effect, or effect the other way, or a change in a side signal; inactive means no such curve, though single readings can be large or run the other way; the % refers to the polarisation; further: potency means the concentration at half of the fitted maximal effect; % of control where 0% means no effect; many of its hits are not listed in these tables
Target sequence (O00255 whole entry, looked up): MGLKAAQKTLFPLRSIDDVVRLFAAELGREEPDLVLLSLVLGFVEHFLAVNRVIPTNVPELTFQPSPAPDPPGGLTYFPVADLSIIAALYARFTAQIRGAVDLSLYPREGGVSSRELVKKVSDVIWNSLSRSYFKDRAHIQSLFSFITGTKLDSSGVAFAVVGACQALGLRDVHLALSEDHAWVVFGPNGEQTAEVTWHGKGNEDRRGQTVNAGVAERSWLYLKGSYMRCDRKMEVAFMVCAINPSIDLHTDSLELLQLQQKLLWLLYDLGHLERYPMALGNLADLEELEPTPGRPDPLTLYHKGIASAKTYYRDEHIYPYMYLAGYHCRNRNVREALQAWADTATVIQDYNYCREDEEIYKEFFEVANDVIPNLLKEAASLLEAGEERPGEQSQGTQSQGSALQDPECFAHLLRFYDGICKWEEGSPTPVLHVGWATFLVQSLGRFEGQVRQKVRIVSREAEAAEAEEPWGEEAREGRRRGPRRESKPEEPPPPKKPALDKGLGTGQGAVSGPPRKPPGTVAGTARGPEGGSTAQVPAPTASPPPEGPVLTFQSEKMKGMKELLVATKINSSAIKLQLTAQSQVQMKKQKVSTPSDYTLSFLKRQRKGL
Mito fusion yeast: qHTS Assay for Small Molecule Inhibitors of Mitochondrial Division or Activators of Mitochondrial Fusion; S. cerevisiae fusion-defective mutant growth rescue, CellTiterGlo 48 h; Potency, µM (doses to about 46.1 µM), without a hit: at the highest dose growth rescue (activation), actives largely listed as activators; 320,000 tested, 0.23% active;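 further: potency means the concentration at half of the fitted maximal effect; % of control where 0% means no effect; nearly all actives have a fitted effect of over 45% in size; temperature-sensitive fusion mutants such as fzo1-1 at 37 °C on non-fermentable ethanol glycerol medium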
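Temperature-sensitive fusion-defective S. cerevisiae (e.g. fzo1-1, mgm1-5) were grown with compound in YPEG medium (3% ethanol, 3% glycerol) for 48 hours at 37C. Growth rescue was measured as viability by CellTiterGlo luminescence after 10 minutes at ambient.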
PKM2 act: qHTS Assay for Activators of Human Muscle isoform 2 Pyruvate Kinase | Pyruvate kinase PKM (Homo sapiens), P14618 | purified PKM2, Kinase-Glo ATP luminescence, activation; response scale: 0% is enzyme alone, no compound | Potency, µM (doses to about 57.5 µM), for inactives: at the highest dose activation, usual class: activators | 260,000 tested, 0.34% active; further: potency means the concentration at half of the fitted maximal effect; on the % scale 0 is the no-effect control and ±100 the full control effect; nearly all actives have a fitted effect of over 55% in size
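Kinase-Glo luminescence reports ATP generated from ADP (0.1 mM) and PEP (0.5 mM) by purified hPK-M2 after 1 h at room temperature, pH 7.2 imidazole buffer; intermediate enzyme activity allows detecting inhibitors and activators.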
USP2a inh: qHTS Assay for Inhibitors of Ubiquitin-specific Protease USP2a Using CHOP2 as the Reporter | USP2 core, Ub-CHOP2 coupled fluorogenic reporter, 485/531 | Potency, µM (highest dose often 38.3 µM), inactives show at the highest dose activity change, negative = inhibition, hits mostly inhibitors | 330,000 tested, 0.01% active | Ubiquitin carboxyl-terminal hydrolase 2 (Homo sapiens), O75604;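 further: potency means the concentration at half of the fitted maximal effect; plate controls were DMSO wells for no effect and full inhibition by NEM control for full effect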
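USP2 core (10nM final) preincubated 30min RT with compound in 20mM Tris-HCl pH 8.0, 2mM CaCl2, 2mM beta-mercaptoethanol, 0.05% CHAPS; 25nM Ub-CHOP2 plus 25nM reporter substrate added, fluorescence (Ex485/Em531) read after 60min.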
BCR signal inh: qHTS Assay to Find Inhibitors of Chronic Active B-Cell Receptor Signaling; Potency, µM (top dose mostly 46.1 µM), inactives show at the highest dose ratio change, negative = lower green/red ratio, actives largely listed as inhibitors; ABC-DLBCL IkBa-CBG/CBR reporter, luminescence ratio, 4 h; 340,000 tested, 0.05% active; active means well fitted inhibition curve with a large enough effect in the signal ratio, with a control signal flat, not every such curve was filed as active; inconclusive means small, poorly fitted or top-dose-only effect, or effect the other way, or a change in a side signal; the % refers to the signal ratio;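 further: potency means the concentration at half of the fitted maximal effect; plate controls were basal doxycycline-induced cells for no effect and cells given 10 µM MG132 for full effect; MG132 reads +100%, hits lower the ratio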
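Compounds up to 46 uM were incubated four hours with TMD8 cells whose green CBG68 luciferase is fused to IkappaBalpha; red CBR luminescence normalised the signal, and concentration-effect curves were fitted to fusion, red and ratio data.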
Eya2 inh: qHTS Assay for Inhibitors of the Phosphatase Activity of Eya2. 330,000 tested, 0.006% active. recombinant Eya2, OMFP fluorescence dephosphorylation (OMFP is methylfluorescein phosphate). Protein phosphatase EYA2 (Homo sapiens), O00167. Potency, µM (highest dose often 76.9 µM), for the others: top-dose activity, negative = inhibition, hits mostly inhibitors. AID 488837, 2010; further: potency means the concentration at half of the fitted maximal effect; on the % scale 0 is the no-effect control and ±100 the full control effect
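Eya2 (0.2 uM) preincubated 10 min at ambient with compound, then OMFP substrate added at 50 uM; 10 min reaction in 50 mM HEPES pH 7.5, 50 mM NaCl, 5 uM MgCl2, 0.05% BSA, 1 mM DTT. Fluorescence read at Ex 485/Em 525 nm.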
S-ASM inh: Inhibitors of Secretory Acid Sphingomyelinase (S-ASM): qHTS. placental ASM, HMU-PC fluorogenic substrate, 60 min. Potency, µM (doses to about 57.5 µM), for inactives: top-dose activity change, negative = inhibition, usual class: inhibitors. 340,000 tested, 0.006% active. AID 504937, 2011; further: potency means the concentration at half of the fitted maximal effect
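Fluorescence read-out (Ex 386 nm, Em 447 nm) after stopping the reaction at pH 10. Enzyme: ASM from human placenta; substrate HMU-PC0, 9 uM final; 60 min, 37 °C. Compound preincubation 10 min, ambient temperature.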
GALK inhibitor: qHTS Assay for Inhibitors of Human Galactokinase (GALK) | P51570 | Purified GALK, Kinase-Glo residual ATP luminescence | Potency, µM (titrated, usually from 57.5 µM), for the others: top-dose activity change, negative = inhibition, hits mostly inhibitors | 270,000 tested, 0.007% active | AID 1868, 2009; further: potency means the concentration at half of the fitted maximal effect; on the % scale 0 is the no-effect control and ±100 the full control effect
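The enzyme phosphorylates galactose (100 uM) using ATP (35 uM); inhibition is detected as higher residual ATP, quantified by bioluminescence after 1 h reaction at room temperature, pH 8.0.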
TSHR antag: Antagonists of the Thyroid Stimulating Hormone Receptor: HTS campaign. 330,000 tested, 0.2% active. AID 504810, 2011. TSHR-expressing cells, TSH-stimulated cAMP HTRF, 2 h; hits give low values. Thyrotropin receptor (Homo sapiens), P16473. activity change, negative = inhibition, % at 11.5 µM;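 active means activity change below a set negative limit, meaning inhibition stronger than a set level, cut at about -70% in these data; inconclusive means activity change between two set negative limits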; further: on the % scale 0 is the no-effect control and ±100 the full control effect
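TSHR-expressing cells were treated with compounds, then stimulated with TSH at EC80 (4nM final) for 2 hours at 37 deg C. Cellular cAMP was measured by HTRF competition between lysate cAMP and cAMP-d2 for a cryptate-labelled anti-cAMP antibody.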
hERG WT inh: qHTS for Inhibitors of KCHN2 3.1: Wildtype qHTS. 340,000 tested, 0.37% active. activity change, % at 1.84 µM. Voltage-gated inwardly rectifying potassium channel KCNH2 (Homo sapiens), Q12809. AID 720551, 2013. U2OS, BacMam KCNH2, thallium flux FluxOr; hits give low values;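 active means maximum activity change below -70%; inconclusive means maximum activity change between -70% and -50%; inactive means maximum activity change above -50%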; further: on the % scale 0 is the no-effect control and ±100 the full control effect
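U2OS cells transduced with wild-type KCNH2 virus are loaded with FluxOr dye for 45 min, and thallium flux is measured in kinetic reads before and after stimulation buffer. Rate constants are normalized to DMSO controls.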
* hit, by the source's call. Unless noted, the call rests on the fitted dose curve; in most records, active means well fitted curve in the direction sought with a large enough effect; inconclusive means small, poorly fitted or top-dose-only effect, or another doubt; inactive means no such curve, though single readings can be large; an effect the other way counts as inactive or inconclusive.

For CC1(C)Cc2nc3oc4c(N(CCO)Cc5ccccc5)ncnc4c3cc2CO1 the results were MBNL1-CUG inh -6%, Menin-MLL TR inh -29%, Mito fusion yeast 5%, PKM2 act -2%, USP2a inh -1%, BCR signal inh -1%, Eya2 inh -13%, S-ASM inh -1%, GALK inhibitor -1%, TSHR antag -14 and hERG WT inh 0.
Screening COCCCN1C(=O)c2ccc(C(=O)OCC(=O)N(CCC#N)c3cc(C)cc(C)c3)cc2C1=O returned Mito fusion yeast 1%, USP2a inh 0%, BCR signal inh -1%, Eya2 inh 5%, S-ASM inh -5%, TSHR antag -11 and hERG WT inh -5.
Cc1cc2oc(C(=O)Nc3nonc3C)c(C)c2cc1C was read as MBNL1-CUG inh -3%, Mito fusion yeast -1%, USP2a inh 1%, BCR signal inh inconclusive, Eya2 inh -8%, S-ASM inh 2%, GALK inhibitor -7%, TSHR antag 3 and hERG WT inh -4.
`COc1cccc(CN(C)C(=O)CCNC(=O)c2ccc(Br)cc2)c1` gave MBNL1-CUG inh -3%, Mito fusion yeast -3%, PKM2 act -1%, USP2a inh 1%, BCR signal inh -4%, Eya2 inh -1%, S-ASM inh -2%, GALK inhibitor 5%, TSHR antag 6 and hERG WT inh 5.
For CCOc1cc(S(=O)(=O)NC2CC(C)(C)NC(C)(C)C2)ccc1F the results were MBNL1-CUG inh 9%, Menin-MLL TR inh -1%, Mito fusion yeast 4%, PKM2 act 14%, USP2a inh -1%, BCR signal inh -1%, Eya2 inh -7%, S-ASM inh 2%, GALK inhibitor 5%, TSHR antag -6 and hERG WT inh -8.
`CN1CCN(C(=O)c2ccccc2-c2nc(-c3ccc(Cl)cc3)no2)CC1` gave MBNL1-CUG inh -1%, Menin-MLL TR inh -24%, Mito fusion yeast 0%, PKM2 act 4%, USP2a inh 0%, BCR signal inh -5%, Eya2 inh -3%, S-ASM inh 5%, GALK inhibitor -1%, TSHR antag -3 and hERG WT inh 13.
COc1ccc(CCNC(=O)COC(=O)c2ccc(N3CCCC3=O)cc2)cc1OC was read as MBNL1-CUG inh -3%, Menin-MLL TR inh 3%, Mito fusion yeast -6%, PKM2 act 2%, USP2a inh 2%, BCR signal inh -1%, Eya2 inh 2%, S-ASM inh 2%, GALK inhibitor 4%, TSHR antag -2 and hERG WT inh 3.
Screening COc1cc(OC)c2c(-c3ccccc3)cc(=O)oc2c1C(CCN1CCOCC1)c1ccc2c(c1)OCO2 (stereo not drawn) returned Menin-MLL TR inh 4%, USP2a inh -11%, BCR signal inh inconclusive, Eya2 inh -6%, S-ASM inh -5%, TSHR antag 1 and hERG WT inh 1.
CCOC(=O)CCCCCN(Cc1ccccc1)S(=O)(=O)c1ccc([N+](=O)[O-])cc1 was read as MBNL1-CUG inh inconclusive, Menin-MLL TR inh -18%, Mito fusion yeast 0%, PKM2 act 0%, USP2a inh 2%, BCR signal inh -10%, Eya2 inh -20%, S-ASM inh -1%, GALK inhibitor -1%, TSHR antag -7 and hERG WT inh 23.
Screening O=C(COC(=O)Cc1ccc(Cl)cc1)NCc1ccc2c(c1)OCO2 returned Mito fusion yeast 12%, USP2a inh -1%, BCR signal inh -1%, Eya2 inh 21%, S-ASM inh -3%, TSHR antag 0 and hERG WT inh -1.
Screening COc1ccccc1CNC(=O)c1cccc(N(C)C)c1 returned MBNL1-CUG inh 1%, Menin-MLL TR inh -10%, Mito fusion yeast 2%, PKM2 act 1%, USP2a inh 1%, BCR signal inh -20%, Eya2 inh 11%, S-ASM inh 14%, GALK inhibitor -1%, TSHR antag -6 and hERG WT inh 10.
For CC1(C)CC(=O)CC(C)(C)N1OC(=O)c1ccncc1 the results were MBNL1-CUG inh 3%, Menin-MLL TR inh -27%, Mito fusion yeast -2%, PKM2 act -6%, USP2a inh 0%, BCR signal inh 2%, Eya2 inh -16%, S-ASM inh -1%, GALK inhibitor -2%, TSHR antag -2 and hERG WT inh -41.
Cc1ccc(C(=O)Nc2nc(-c3ccccn3)cs2)cc1S(=O)(=O)N1CCOCC1 was read as Mito fusion yeast -2%, USP2a inh -1%, BCR signal inh inconclusive, Eya2 inh 5%, S-ASM inh -5%, TSHR antag -32 and hERG WT inh -7.
Screening COc1ccc(NC(=O)c2ccc3c(c2)C(=O)N(Cc2cccnc2)C3=O)cc1 returned MBNL1-CUG inh inconclusive, Menin-MLL TR inh 26%, Mito fusion yeast 2%, PKM2 act -1%, USP2a inh 1%, BCR signal inh -3%, Eya2 inh -1%, S-ASM inh -1%, GALK inhibitor -5%, TSHR antag -1 and hERG WT inh -4.
Screening O=C(CCC(=O)c1cccs1)NCc1ccccc1Cl returned USP2a inh 0%, BCR signal inh 0%, Eya2 inh 4%, S-ASM inh 2%, TSHR antag -11 and hERG WT inh -2.
`CCCCC1(c2ccc(F)cc2)NC(=O)N(CC(=O)N2CCN(C(=O)c3ccco3)CC2)C1=O` (stereo not drawn) gave MBNL1-CUG inh -2%, Menin-MLL TR inh 2%, Mito fusion yeast 0%, PKM2 act 0%, USP2a inh 1%, BCR signal inh 0%, Eya2 inh 1%, S-ASM inh 2%, GALK inhibitor -4%, TSHR antag -8 and hERG WT inh 1.
`OCC1(CCc2ccccc2)CCN(Cc2ccccc2Cl)CC1` gave MBNL1-CUG inh inconclusive, Menin-MLL TR inh -1%, Mito fusion yeast -1%, PKM2 act 1%, USP2a inh -1%, BCR signal inh -4%, Eya2 inh -14%, S-ASM inh -1%, GALK inhibitor 1%, TSHR antag 24 and hERG WT inh 30.
O=[N+]([O-])c1ccc2n[nH]nc2c1 was read as MBNL1-CUG inh inconclusive, Menin-MLL TR inh 3%, Mito fusion yeast 1%, PKM2 act 6%, USP2a inh 1%, BCR signal inh 12%, Eya2 inh 16%, S-ASM inh 1%, GALK inhibitor -1%, TSHR antag 11 and hERG WT inh -1.
CC(C)=CCC/C(C)=C/CCC(C)NCCN1CCNCC1 (stereo not drawn) was read as MBNL1-CUG inh -4%, Menin-MLL TR inh inconclusive, Mito fusion yeast -8%, PKM2 act -2%, USP2a inh -1%, BCR signal inh 7%, Eya2 inh 7%, GALK inhibitor 2% and TSHR antag -7.
Screening CSCCC(NC(=O)c1ccccc1Cl)C(=O)N1CCN(C(C)=O)CC1 (stereo not drawn) returned Mito fusion yeast -2%, USP2a inh 1%, BCR signal inh -1%, Eya2 inh 7%, S-ASM inh 2%, TSHR antag 5 and hERG WT inh -44.
O=[N+]([O-])c1cccc(/C=C/c2nc[nH]c2[N+](=O)[O-])c1 was read as Mito fusion yeast -1%, PKM2 act -3%, USP2a inh 2%, BCR signal inh 6%, Eya2 inh inconclusive, S-ASM inh -1%, GALK inhibitor -2%, TSHR antag -5 and hERG WT inh 6.
`O=C(CN1CCN(C(=O)c2ccco2)CC1)N1CCc2[nH]c3ccccc3c2C1` gave Mito fusion yeast -11%, PKM2 act 15%, USP2a inh 7%, BCR signal inh 1%, Eya2 inh -15%, S-ASM inh 25%, GALK inhibitor -2%, TSHR antag 8 and hERG WT inh 2.

This is a subset; count on the stated rates, not on these rows.
